# HBB splice mod – modulators of hemoglobin beta chain splicing. HBB splicing reporter cell assay, activation; EGFP reporter with mutant IVS2-654 intron; response scale: normalised to 500 nM splice-correcting PNA. hit rate 0.06% among 65,000. Potency, µM (series often up to 46.1 µM), without a hit: at the top dose activation, most hits filed as activators. AID 925; further: 0% is about no effect
#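 Compounds were applied for 2 days to HeLa EGFP-654 cells, 500/well in Optimem with 2% FCS. The reporter's EGFP is disrupted by mis-splicing of beta-globin intron IVS2-654. Readout: summed well GFP fluorescence from 488 nm laser scanning; reference was 500 nM antisense […] 654 PNA.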
# CRE-bla Fsk – CRE-bla signaling modulation under forskolin stimulation | CHO CRE-bla reporter (cAMP response element driving beta-lactamase), forskolin EC10, beta-lactamase ratio | Potency, µM (doses to about 38.2 µM), without a hit: at the top dose activity change, negative = inhibition, actives largely listed as activators | hit rate 2.5% among 71,000; active means well fitted activation curve with a large enough effect in the signal ratio, with a control signal flat, not every such curve was filed as active; inconclusive means small, poorly fitted or top-dose-only effect, or effect the other way, or a change in a side signal; the % refers to the signal ratio; further: % of control where 0% means no effect
#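 CRE-bla CHO cells stimulated with EC10 NKH 477 (water-soluble forskolin) and compound titrations, 3 h at 37C; beta-lactamase read with CCF4 after 2 h at room temperature. Activity from 460/530 nm emission ratio, AC50 values for positive or negative modulation.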
# Hsp90 Hop PPI – changes Hsp90-Hop TPR2A binding signal, up or down. hit rate 0.44% among 71,000. AlphaScreen TPR2A-His6 binding biotin-Hsp90 C-terminal peptide. AID 595. Potency, µM (highest dose often 57 µM), without a hit: at the highest dose activity change, negative = inhibition; active means well fitted curve in either direction with a large enough effect; inconclusive means small, poorly fitted or top-dose-only effect, or another doubt; further: on the % scale 0 is the no-effect control and ±100 the full control effect; many of its hits are not listed in these tables
# ERK AVP block – blocks ERK signaling stimulated by vasopressin; HEK293-V1b, vasopressin-stimulated pERK AlphaScreen; Potency, µM (titrated, usually from 57.5 µM), for the others: top-dose activity, negative = inhibition, hits mostly inhibitors; hit rate 0.99% among 72,000; AID 995; further: on the % scale 0 is the no-effect control and ±100 the full control effect; nearly all actives have a fitted effect of over 55% in size
#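 Overnight-seeded V1b-HEK293 cells in 1% FBS got compound, then vasopressin (25 nM final, 5 min, 37C), then lysis buffer. AlphaScreen detection of phospho-ERK; activity normalized to basal and full-stimulation controls.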
# * = called active by the depositor; ? = inconclusive; & = joins results of further samples; [ ] = remark or other dose. Unless noted, the call rests on the fitted dose curve; in most records, active means well fitted curve in the direction sought with a large enough effect; inconclusive means small, poorly fitted or top-dose-only effect, or another doubt; inactive means no such curve, though single readings can be large; an effect the other way counts as inactive or inconclusive. Potency means the concentration at half of the fitted maximal effect. Only part of the results is shown; the hit share may differ from the screen's.
SMILES,HBB splice mod,CRE-bla Fsk,Hsp90 Hop PPI,ERK AVP block
CCCCCCCCCCCCCl,-1.0%,-4.6%,-2.2%,16.5%
CC1N(P(=O)(c2ccccc2)c2ccccc2)CC(O)(c2ccccc2)CC12CC2 (stereo unspecified),3.7%,?,-5.6%,3.6%
CN=C=O,1.5%,-2.3%,-1.7%,1.0%
COC(=O)[C@@]1(Cc2ccc(F)cc2)[C@H]2c3cc(C(=O)N(C)C)[nH]c3C[C@H]2CN1C(=O)c1ccccc1,0.4%,-28.5%,-5.4%,-1.0%
BrCCBr,-0.8%,-1.6%,-3.5%,17.8%
N#CC(O)c1ccccc1 (stereo unspecified),-0.4%,-7.6%,-1.5%,1.9%
ClC(Cl)=C(Cl)C(Cl)=C(Cl)Cl,0.0%,-6.7%,3.3%,17.2%
[CH3][Hg][Cl],-0.9%,?,-4.3%,-3.2%
Cc1ccc([N+](=O)[O-])cc1,0.8%,-15.5%,-12.4%,15.5%
ClCCOCOCCCl,2.0%,3.5%,-7.1%,17.4%
ClCC(Br)CBr (stereo unspecified),0.8%,-1.5%,2.5%,18.8%
ClC1=C(Cl)C2(Cl)C3C(Cl)C(Cl)CC3C1(Cl)C2(Cl)Cl (stereo unspecified),-0.7%,?,28.3%,20.9%
c1ccc(N=Nc2ccccc2)cc1,0.0%,0.7%,-8.3%,-14.0%&5.8%
COP(=S)(OC)SCn1nnc2ccccc2c1=O,-2.0%,?,-7.2%,31.6µM*
CC(Cl)CCl (stereo unspecified),-0.4%,-1.0%,-5.7%,5.3%
CC(C#N)CCC#N (stereo unspecified),-1.5%,-8.7%,-3.5%,0.8%
O=[N+]([O-])c1ccc(Cl)c(Cl)c1,0.4%,-13.0%,-4.1%,21.3%
CCOP(=S)(OCC)Oc1nc(Cl)c(Cl)cc1Cl,-0.5%,2.1%,?,57.1%[activator]
O=C(Cl)C(Cl)(Cl)Cl,1.3%,?,-1.4%,0.2%
FC(F)(F)c1ccc(Cl)cc1,-0.6%,-11.0%,-1.0%,-10.0%
ClC1=C(Cl)C2(Cl)C3C(Cl)C=CC3C1(Cl)C2(Cl)Cl (stereo unspecified),0.1%,?,10.7%,28.7%&23.4%
Cc1ccc2ccccc2c1,1.7%,-3.5%,-1.3%,6.1%
CC1CC(=O)O1 (stereo unspecified),0.8%,-9.0%,0.8%,4.5%
CC(=O)[O-].CC(=O)[O-].O.O.[Cd+2],-0.6%,?,-2.7%,-13.7%
CCC/C=C(\CCC)C(NP(=O)(c1ccccc1)c1ccccc1)c1ccccc1 (stereo unspecified),0.2%,?,?,?
# (listing goes on)
SMILES,HBB splice mod,CRE-bla Fsk,Hsp90 Hop PPI,ERK AVP block
C=CCBr,0.5%,-9.6%,-4.1%,8.5%
Cc1ccc(OP(=O)(Oc2ccc(C)cc2)Oc2ccc(C)cc2)cc1,-0.8%,-9.9%,15.8µM*,55.6%
Brc1ccccc1,0.5%,-7.1%,-1.1%,3.6%
C[C@@H]1C[C@@H]([C@H](O)CC2CC(=O)NC(=O)C2)C(=O)[C@@H](C)C1,-1.1%&-1.9%,?,-3.3%&2.6%,12.2%&20.9%
S=C=Nc1cccc2ccccc12,0.6%,-10.1%,-3.7%,-4.0%
C=C[C@@H]1C[C@@]1(C)[C@@H](NP(=O)(c1ccccc1)c1ccccc1)c1ccccc1,-1.5%,-8.5%,-1.5%,-5.8%
ClCC1CO1 (stereo unspecified),-0.4%,-12.4%,-0.2%,20.5%
O=C(CCl)c1ccc(Cl)cc1Cl,-1.5%,?,-4.3%,28.7%
C=C(Cl)CCl,0.2%,-6.2%,-2.2%,15.1%
Nc1ccc(Oc2ccc(N)cc2)cc1,0.2%,-14.5%,-4.1%,-20.0%
CCCCC(=O)Cl,0.9%,-0.2%,-0.4%,5.0%
Cl/C=C/Cl,-0.4%,-10.9%,-3.2%,25.6%
Clc1ccc(C(c2ccc(Cl)cc2)C(Cl)(Cl)Cl)cc1,-0.5%,11.7%,27.3%,95.9%[activator]
Nc1c(Cl)cc([N+](=O)[O-])cc1Cl,-0.2%,-0.3%,-1.9%,-2.5%
Clc1ccc(C(c2ccccc2Cl)C(Cl)(Cl)Cl)cc1 (stereo unspecified),-0.1%,?,?,14.0%
C=C(Cl)Cl,-0.6%,-5.7%,-3.3%,26.5%
CCN(CC)N=O,0.6%,-4.5%,-1.8%,12.3%
ClC(Cl)(Cl)C(Cl)(Cl)Cl,1.3%,-6.0%,-3.3%,9.0%
Nc1cc(Cl)ccc1O,-0.7%,-24.8%,?,?
CCCCCCCCCCCOC(=O)c1ccccc1C(=O)OCCCCCCCCCCC,0.2%,-11.9%,-1.6%,7.8%
O=[N+]([O-])c1cccc2ccccc12,1.5%,-5.9%,-1.6%,2.4%
OC(c1ccc(Cl)cc1)(c1ccc(Cl)cc1)C(Cl)(Cl)Cl,-0.2%,-24.8%,8.0%,55.2%[activator]
C=CCCC#N,0.0%,-1.5%,-1.7%,-0.3%
O=C1CCO1,-0.9%,-7.6%,?,40.7%
ClC(Cl)(Cl)Cl,0.4%&-0.6%,-12.2%&2.4%,-0.9%&0.0%,5.1%&9.8%

# Arranged by heavy-atom count (ascending): some entries from above.
SMILES,HBB splice mod,CRE-bla Fsk,Hsp90 Hop PPI,ERK AVP block
[CH3][Hg][Cl],-0.9%,?,-4.3%,-3.2%
BrCCBr,-0.8%,-1.6%,-3.5%,17.8%
ClC(Cl)(Cl)Cl,0.4%&-0.6%,-12.2%&2.4%,-0.9%&0.0%,5.1%&9.8%
ClCC(Br)CBr (stereo unspecified),0.8%,-1.5%,2.5%,18.8%
O=C(Cl)C(Cl)(Cl)Cl,1.3%,?,-1.4%,0.2%
ClC(Cl)(Cl)C(Cl)(Cl)Cl,1.3%,-6.0%,-3.3%,9.0%
ClCCOCOCCCl,2.0%,3.5%,-7.1%,17.4%
ClC(Cl)=C(Cl)C(Cl)=C(Cl)Cl,0.0%,-6.7%,3.3%,17.2%
CC(=O)[O-].CC(=O)[O-].O.O.[Cd+2],-0.6%,?,-2.7%,-13.7%
O=C(CCl)c1ccc(Cl)cc1Cl,-1.5%,?,-4.3%,28.7%
O=[N+]([O-])c1cccc2ccccc12,1.5%,-5.9%,-1.6%,2.4%
c1ccc(N=Nc2ccccc2)cc1,0.0%,0.7%,-8.3%,-14.0%&5.8%
Nc1ccc(Oc2ccc(N)cc2)cc1,0.2%,-14.5%,-4.1%,-20.0%
ClC1=C(Cl)C2(Cl)C3C(Cl)C=CC3C1(Cl)C2(Cl)Cl (stereo unspecified),0.1%,?,10.7%,28.7%&23.4%
CCOP(=S)(OCC)Oc1nc(Cl)c(Cl)cc1Cl,-0.5%,2.1%,?,57.1%[activator]
Clc1ccc(C(c2ccc(Cl)cc2)C(Cl)(Cl)Cl)cc1,-0.5%,11.7%,27.3%,95.9%[activator]
C[C@@H]1C[C@@H]([C@H](O)CC2CC(=O)NC(=O)C2)C(=O)[C@@H](C)C1,-1.1%&-1.9%,?,-3.3%&2.6%,12.2%&20.9%
Cc1ccc(OP(=O)(Oc2ccc(C)cc2)Oc2ccc(C)cc2)cc1,-0.8%,-9.9%,15.8µM*,55.6%
C=C[C@@H]1C[C@@]1(C)[C@@H](NP(=O)(c1ccccc1)c1ccccc1)c1ccccc1,-1.5%,-8.5%,-1.5%,-5.8%
CCC/C=C(\CCC)C(NP(=O)(c1ccccc1)c1ccccc1)c1ccccc1 (stereo unspecified),0.2%,?,?,?
CCCCCCCCCCCOC(=O)c1ccccc1C(=O)OCCCCCCCCCCC,0.2%,-11.9%,-1.6%,7.8%
COC(=O)[C@@]1(Cc2ccc(F)cc2)[C@H]2c3cc(C(=O)N(C)C)[nH]c3C[C@H]2CN1C(=O)c1ccccc1,0.4%,-28.5%,-5.4%,-1.0%

# The main list resumes, repeating the two entries before the break.
SMILES,HBB splice mod,CRE-bla Fsk,Hsp90 Hop PPI,ERK AVP block
O=C1CCO1,-0.9%,-7.6%,?,40.7%
ClC(Cl)(Cl)Cl,0.4%&-0.6%,-12.2%&2.4%,-0.9%&0.0%,5.1%&9.8%
C1CC2OC2CC1C1CO1 (stereo unspecified),0.3%,-7.1%,-2.8%,-21.7%
COC1=CC(=O)O[C@@H](/C=C/c2ccc3c(c2)OCO3)C1,0.0%,-10.5%,?,-22.6%
COc1ccccc1N,0.0%,-10.9%,1.1%,-5.5%
CNC(=O)[C@H]1C[C@@H]1[C@H](NP(=O)(c1ccccc1)c1ccccc1)c1ccccc1,1.6%,-10.9%,-7.5%,9.2%
ClCc1ccccn1,0.7%,-4.1%,-3.3%,-6.8%
CCCOC(=O)c1ccccc1C(=O)OCCC,1.0%,-9.7%,1.9%,15.8%
Brc1ccc(-c2ccccc2)cc1,0.7%,9.9%,18.9%,30.7%[activator]
Nc1ccc(Cc2ccc(N)cc2)cc1,-0.5%,-8.5%,-2.2%,14.8%
COC(=O)NC(=S)Nc1ccccc1NC(=S)NC(=O)OC,0.2%,9.6%,-0.9%,-7.4%
O=S1OCC2C(CO1)C1(Cl)C(Cl)=C(Cl)C2(Cl)C1(Cl)Cl (stereo unspecified),-1.2%,?,6.0%,6.7%
Cc1cc(Cl)ccc1O,0.0%,-3.2%,-4.4%,-9.8%
CC(Cl)(Cl)Cl,0.6%,-3.1%,-3.8%,4.4%
CC(C)(C)OOC(C)(C)C,0.2%,-8.0%,-1.4%,10.6%
